# GPR35 antagonists: GPR35 antagonists blocking zaprinast-driven arrestin recruitment, primary screen, imaging, U2OS, beta-arrestin-GFP, zaprinast agonist (AID 2058); inhibition, % at 10 µM, or IC50 in µM where a hit was titrated; 0.052% of 290,000 active; U2OS GPR35 beta-arrestin-GFP translocation imaging, zaprinast antagonism; higher % means a stronger effect;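 active = inhibition of at least 50% with at least 30 cells and total cytoplasm GFP at most 10,000,000; inconclusive = under 30 cells or total GFP of 10,000,000 plus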
# HIV peptide binding: inhibitors of HIV fusion peptide binding, primary screen, biochemical, uHTS, fluorescence dequenching (AID 1986). cell-free peptide binding, fluorescence dequenching, 30 min; higher % means a stronger effect. one-dose inhibition, % at 20 µM; IC50 in µM for titrated hits. 0.3% of 290,000 active; in the data active = inhibition mostly above about 52%, no sharp cut-off; inactive = mostly below about 76%; also: some results filed as inactive read as strong as hits
# Myeloid diff MLP: promotes myeloid progenitor differentiation; ER-HoxA9 myeloid progenitors, lysozyme-GFP differentiation, flow cytometry; calls only at 10 µM; 1% of 360,000 active;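 active = normalized GFP-positive differentiation at or above the plate's own cutoff, the solvent-only control mean plus 3 SD; inconclusive = no clear call, values can overlap the other calls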;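 also: cells exposed to compound for four days before flow analysis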
# NTR1 agonist: NTR1-driven beta-arrestin-GFP spot formation – imaging, U2OS cells, high content, primary screen (AID 493036) | P30989 | agonist mode | activation, % at 20 µM | 0.17% of 330,000 active;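 active = activation at or above 40% of the spot to cytoplasm intensity ratio, with at least 20 cells analyzed; inconclusive = wells under 20 cells, flagged as cytotoxic or low count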;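 also: 0% = DMSO without peptide and 100% = 100 nM NTR1 peptide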
# Target sequence (P30989 whole entry, looked up): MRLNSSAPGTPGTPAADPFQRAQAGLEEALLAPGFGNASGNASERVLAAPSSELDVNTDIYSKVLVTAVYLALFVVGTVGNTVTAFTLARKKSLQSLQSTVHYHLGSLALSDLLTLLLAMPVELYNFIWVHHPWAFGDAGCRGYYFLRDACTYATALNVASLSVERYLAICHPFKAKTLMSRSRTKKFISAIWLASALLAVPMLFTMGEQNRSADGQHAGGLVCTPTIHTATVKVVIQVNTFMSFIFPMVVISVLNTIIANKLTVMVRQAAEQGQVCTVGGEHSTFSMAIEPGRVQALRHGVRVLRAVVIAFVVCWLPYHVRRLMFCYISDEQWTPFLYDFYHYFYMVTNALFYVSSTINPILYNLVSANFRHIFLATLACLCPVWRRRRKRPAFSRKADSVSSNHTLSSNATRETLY
# SIAH1 antagonists: blockers of Siah-1 interaction with plectin peptide – biochemical, fluorescence polarization, rhodamine-plectin, uHTS, primary screen (AID 1817); Siah-1 / rhodamine-plectin peptide fluorescence polarization; higher % means a stronger effect; displacement, % at 20 µM; hits with a dose series show IC50 in µM; 0.02% of 290,000 active;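 active = displacement of at least 50% at 20 µM, with a fluorescence ratio check between 0.3 and a set limit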;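 also: plate controls were Siah plus tracer with DMSO for no effect and tracer alone without Siah for full effect; strong numbers were not always called active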
# GPR55 antagonists: GPR55 antagonists blocking LPI-driven arrestin recruitment, primary screen, imaging, U2OS, beta-arrestin-GFP, LPI agonist (AID 2013). 0.13% of 290,000 active. one-dose inhibition, % at 10 µM; IC50 in µM for titrated hits. U2OS GPR55 beta-arrestin-GFP translocation imaging, LPI antagonism; higher % means a stronger effect;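 active = spots per cell inhibited over 60%, with over 100 cells counted and total cytoplasm intensity under 500,000; inconclusive = wells with under 100 cells, flagged as likely toxic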;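 also: U2OS cells stably carrying GPR55 and arrestin-GFP stimulated by 5 µM LPI near EC80; imaged beta-arrestin-GFP aggregate spots per cell after agonist stimulation; plate controls were LPI-stimulated DMSO wells for no effect and DMSO wells without LPI for full effect; some results filed as inactive read as strong as hits; confirmed hits need IC50 under 10 µM and bright autofluorescent wells are also inconclusive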
# LYP phosphatase: PTPN22 lymphoid phosphatase activity blockers – biochemical, fluorescence intensity, uHTS (AID 1779). inhibition, % at 11.5 µM; hits with a dose series show IC50 in µM. 0.054% of 290,000 active. recombinant LYP phosphatase, fluorescence intensity; higher % means a stronger effect; in the data active = inhibition above about 50%;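 also: plate controls were vehicle with enzyme for no effect and no enzyme for full effect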
# PhoP inhibition: PhoP-dependent GFP reporter repression – Salmonella Typhimurium, primary screen (AID 1863); S. Typhimurium PhoP-regulated promoter GFP reporter, 4 h; higher % means a stronger effect; one-dose inhibition, % at 50 µM; IC50 in µM for titrated hits; 0.16% of 300,000 active;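 active = inhibition over 29.93%, a cutoff 3 SD above the screen mean, later confirmed by dose response; inconclusive = inhibition over 29.93% but no dose response follow-up; inactive = inhibition at most 29.93% or unconfirmed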;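 also: 0% = low Mg2+ inducing control and 100% = high Mg2+ repressing control; strong numbers were not always called active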
# Rac1 GTP hydrolysis: MgcRacGAP GTPase-activating activity inhibitors, confirmation, biochemical, ADP Hunter fluorescence; MgcRacGAP-stimulated Rac1 GTP hydrolysis, ADP Hunter fluorescence; higher % means a stronger effect; GST-tagged Rac1 F28L mutant substrate; inhibition, % at 30 µM, or IC50 in µM where a hit was titrated; 0.6% of 340,000 active;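 active = first-screen hits whose inhibition reached a set limit at any dose in the follow-up dose series; inconclusive = inhibition above the set first-screen limit but never retested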;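 also: fluorescence reports GDP produced by GAP-driven GTP hydrolysis; strong numbers were not always called active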
# NTR1 agonist cell count 20 µM: recorded beside NTR1 agonist, whose call it bears; cell count; measured here: cell count, cytotoxicity flag
# Myeloid diff MLP GFP+ MAC1+ %: further read-out of Myeloid diff MLP, marked with its call; GFP+ MAC1+ double positive, %; measured here: differentiation confirmed by MAC1 staining
# * hit, by the source's call; i = inactive; u = inconclusive; x = no result given.
SMILES,GPR35 antagonists,HIV peptide binding,Myeloid diff MLP,Myeloid diff MLP GFP+ MAC1+ %,NTR1 agonist,NTR1 agonist cell count 20 µM,SIAH1 antagonists,GPR55 antagonists,LYP phosphatase,PhoP inhibition,Rac1 GTP hydrolysis
CCCCC1CC(CSc2ncn[nH]2)OC1=O (centres undefined),18%,4.1%,i,0.6,1.5,78,-1%,6%,-4%,3%,10%
Cc1cccc(-n2ncc3c(N4CCC(C)CC4)ncnc32)c1,-9%,4.6%,i,2.8,2.6,91,5%,-6%,-6%,5%,8%
CC(C)CCN1C(=O)C2(OCCCO2)c2cc(Cl)ccc21,3%,0.1%,i,0.2,5.0,49,-4%,-6%,-7%,-5%,11%
CN(C)C(C(=O)NC1CCCCC1)c1ccc(Cl)cc1 (centres undefined),1%,-1.9%,i,1.2,-0.1,62,3%,8%,-2%,-4%,6%
O=C(CC1OCC2CCCN2C1=O)Nc1ccc([N+](=O)[O-])cc1 (centres undefined),5%,4.0%,i,0.2,-1.4,40,5%,-2%,-2%,2%,2%
C=CCSc1nc2ccccc2c(=O)[nH]1,-21%,3.1%,i,2.6,-1.5,49,-1%,3%,3%,-4%,-2%
CCCN1C(=O)C(NC(=O)c2ccncc2)(C(F)(F)F)C2=C1CC(C)(C)CC2=O (centres undefined),4%,-0.4%,i,2.9,-1.1,54,0%,-10%,-8%,1%,4%
COc1ccc2c(c1)c(C(=O)CN1CCN(C(=O)c3ccco3)CC1)c(C)n2C,-2%,-2.0%,i,13,-1.8,51,2%,-1%,-10%,-3%,1%
CCN(Cc1nc(-c2ccccc2)no1)C(=O)c1ccc2c(c1)OCO2,6%,-1.4%,i,0.4,0.4,45,-1%,-3%,-5%,1%,6%
CCC(=O)Nc1cc(C(=O)O)ccc1S(=O)(=O)c1ccc(C)cc1,-15%,30%,i,1.0,0.9,96,18%,8%,3%,0%,13%
CN1CCN(c2ccc(NC(=S)NC(=O)/C=C/c3ccco3)cc2)CC1,9%,-2.9%,i,2.0,-0.5,78,1%,11%,-4%,3%,13%
CCOC(=O)c1c(CSC(=N)N)n(-c2ccc(Br)cc2)c2cc(Br)c(OC(C)=O)cc12,48%,0.1%,i,1.8,x,x,6%,89%*,-8%,3%,7%
COc1ccc(S(=O)(=O)n2c([N+](=O)[O-])cnc2C)cc1OC,11%,-0.8%,i,0.4,0.6,49,-11%,15%,-6%,11%,8%
O=C(NCc1nnnn1-c1ccc(F)cc1)C1CC(=O)N(c2ccc(F)cc2)C1 (centres undefined),x,x,i,1.0,-0.5,57,x,x,x,-6%,1%
C[C@H](NC(=O)[C@@H]1Cc2ccccc2CN1)C(=O)NC[C@H]1CC[C@H](C(=O)O)CC1,9%,-1.3%,i,0.7,0.0,96,2%,1%,-5%,7%,4%
CCOC(=O)c1cc(-c2ccccc2)sc1NC(=O)C(C)N1C(=O)NC(C)(c2ccc(Cl)cc2)C1=O (centres undefined),-14%,5.3%,i,0.4,0.6,47,2%,8%,7%,-6%,10%
O=C(OCCNc1ncc(C(F)(F)F)cc1Cl)c1ccc(S(=O)(=O)N2CCOCC2)cc1,6%,0.6%,i,1.3,3.5,46,0%,2%,-4%,-3%,1%
COc1ccc(Nc2nc(N(C)c3ccccc3)nc(N)c2[N+](=O)[O-])cc1,12%,-1.2%,i,0.2,5.1,84,1%,11%,-6%,x,2%
CN(C(=O)COC(=O)/C=C/c1cccs1)c1c(N)n(Cc2ccccc2)c(=O)[nH]c1=O,x,x,i,0.7,-1.4,55,x,x,x,9%,1%
O=C(NC1CC1)C1CCN(C(=O)c2ccc(Cl)cc2)CC1,1%,1.1%,i,0.2,1.0,36,2%,13%,0%,-4%,3%
COc1ccc(NC(=O)CN2C(=O)S/C(=C/c3cccn3-c3ccc(C(=O)O)cc3)C2=O)cc1,0%,37%,i,1.7,-0.3,61,1%,-18%,2%,2%,15%
COc1cnc(-c2ccccn2)nc1Oc1ccccc1,-2%,-1.7%,i,0.5,-1.4,18,-2%,-4%,-1%,-1%,7%
CC/C(O)=C1\C(=O)CC(c2ccccc2)CC1=NC(C)C (centres undefined),-8%,3.2%,i,0.6,0.1,47,7%,4%,6%,-17%,3%
COc1ccc(NC(=O)Cc2ccsc2)c(OC)c1,-1%,-0.7%,i,0.6,0.8,62,2%,-9%,-10%,4%,4%
COCCOC(=O)C1=C(C)NC(=O)NC1/C=C/c1ccccc1 (centres undefined),-12%,3.3%,i,0.2,0.6,80,-1%,0%,4%,-14%,2%
COc1nccnc1NS(=O)(=O)c1ccc(NC(=O)c2ccc(F)cc2)cc1,-12%,0.7%,i,0.6,1.3,61,10%,-4%,-2%,1%,4%
Cn1c(=O)n(Cc2ccc(F)cc2)c(=O)c2c1nc1n2CCN1Cc1ccco1,-4%,-1.2%,i,0.6,-1.0,66,-1%,-8%,-5%,6%,-10%
CCOc1ccc2[nH]c(=S)[nH]c2c1,-1%,0.5%,i,1.3,0.2,42,4%,-4%,-5%,1%,16%
COc1ccc(NC(=O)Nc2ccccc2SC)c(OC)c1,19%,-2.7%,i,0.4,-0.2,44,4%,-9%,-2%,-5%,-12%
COc1ccc(N2CCN(CCC3Oc4cc([N+](=O)[O-])ccc4NC3=O)CC2)cc1 (centres undefined),-6%,-3.0%,i,0.2,0.9,61,18%,-7%,-1%,-10%,12%
O=C(c1cccc2ccccc12)C1CCCN(C(=O)C2CCOCC2)C1 (centres undefined),0%,-1.4%,i,0.4,2.1,75,15%,3%,-2%,-8%,12%
O=C(c1ccc(Cl)c(S(=O)(=O)N2CCCC2)c1)N1CCN(c2ccccc2)CC1,3%,-1.0%,i,0.2,0.5,37,-4%,5%,0%,-1%,7%
CC(=O)Oc1ccc(C(=O)Nc2ccc(S(=O)(=O)NCC3CCCO3)cc2)cc1 (centres undefined),-7%,-0.9%,i,1.7,0.3,48,10%,-6%,-8%,2%,10%
COc1cc2cc(CN(Cc3nnnn3Cc3ccco3)C3CCCCC3)c(=O)[nH]c2cc1OC,-8%,-0.1%,i,2.7,0.8,32,-3%,-8%,-5%,0%,14%
COc1ccc(N2C(=O)C3CCCN3C2c2ccccc2)cc1Cl (centres undefined),-2%,-2.5%,i,0.8,0.0,93,-2%,14%,-3%,8%,8%
CC(=O)NCCc1nc2cc(NC(=O)c3cccc([N+](=O)[O-])c3)ccc2n1C,2%,-1.5%,i,0.7,1.0,95,3%,0%,-8%,7%,7%
COc1cccc(CNC(=O)C2CCN(S(=O)(=O)c3ccc(C)cc3)CC2)c1,-5%,-0.1%,i,3.6,-0.6,54,-4%,5%,-3%,-4%,0%
O=c1oc2cc(O[C@@H]3OC[C@@H](O)[C@H](O)[C@H]3O)ccc2c2ccccc12,13%,-0.3%,i,0.6,-1.4,72,-2%,8%,-9%,3%,9%
COc1cccc(C=Nc2ccccc2C#N)c1O,1%,1.0%,i,0.2,3.8,58,-2%,6%,-8%,-8%,10%
C/C(=N\NC(=O)c1ccc([N+](=O)[O-])cc1)c1cccc([N+](=O)[O-])c1,12%,-2.6%,i,0.1,2.4,45,6%,13%,1%,7%,0%
CCc1ccc(N(C(=O)CNC(=O)c2ccco2)C(C(=O)NC2CCCC2)c2ccncc2)cc1 (centres undefined),-6%,0.2%,i,3.0,0.5,56,10%,-2%,-10%,10%,4%
CCc1ccc(CNCc2cccs2)cc1,-6%,0.8%,i,0.2,3.1,61,-1%,6%,-5%,1%,1%
CC(C)c1ccc(C(=O)NCCCNC(=O)c2cnccn2)cc1,18%,2.0%,x,x,-1.5,49,-3%,4%,-11%,-8%,-1%
CCN(CC)C(c1ccc(C)cc1)c1nnnn1C1CCCCC1 (centres undefined),18%,0.7%,i,1.3,0.9,86,6%,25%,0%,8%,8%
COc1ccc(CCN2C(=O)CC(N3CCN(S(=O)(=O)c4ccccc4)CC3)C2=O)cc1OC (centres undefined),-5%,1.7%,i,0.4,-1.4,29,1%,3%,-8%,-6%,4%
CC(SC1=NCCS1)C(=O)Nc1nnc(-c2ccc(F)cc2)s1 (centres undefined),4%,3.5%,i,3.3,2.1,93,2%,10%,3%,-14%,7%
COC(=O)CCC(=O)Nc1ccc(Br)cc1,-13%,-1.8%,i,1.2,0.2,56,5%,8%,-2%,14%,9%
CC(=O)Nc1ccc(NC(=O)CSc2nnc(-c3cccnc3)o2)cc1,x,x,i,0.4,2.3,60,x,x,x,-2%,9%
O=C(c1cccc([N+](=O)[O-])c1)N1CCCC(C(=O)N2CCCCC2)C1 (centres undefined),-6%,1.0%,i,0.2,0.9,55,-1%,-10%,-11%,-12%,7%
CN(CC1CCOCC1)C(=O)CC1C(=O)NCCN1CC1CCCCC1 (centres undefined),12%,2.8%,i,0.6,0.6,33,2%,6%,-7%,-2%,5%
Cc1cc(=O)n(C(C)(C)C)c(=O)n1Cc1ccccc1,-5%,0.0%,i,0.7,-0.7,45,5%,12%,1%,-8%,x
O=C(O)c1cccc(-n2cccc2/C=C2/NC(=O)N(c3ccc(Cl)cc3)C2=O)c1,3%,17µM*,i,0.1,x,x,36%,2%,5.5µM*,-10%,u
COc1cc(-c2nnc(SCC(=O)O)n2-c2ccccc2)cc(OC)c1OC,19%,-0.1%,i,0.5,-0.1,63,2%,4%,-8%,-1%,11%
S=C(NCC1CCCO1)N1CCN(c2cccc(Cl)c2)CC1 (centres undefined),3%,3.2%,i,0.0,-1.3,30,5%,-14%,-7%,4%,-31%
COc1ccc(NC(=O)C2CCCN(c3nn4c(=O)cc(C)nc4s3)C2)cc1 (centres undefined),-6%,1.3%,i,1.1,0.5,51,-4%,12%,-6%,x,7%
Cc1ccccc1-c1nnc(SCCC(=O)N2CCOCC2)o1,-2%,1.4%,i,0.7,-0.7,55,-3%,-14%,-10%,-13%,10%
Cc1ccc(C)n1CCN1CCN(C(=O)c2ccco2)CC1,-4%,2.2%,i,1.3,-0.6,54,6%,14%,-5%,5%,5%
Cc1nc2nc(-c3cccs3)cn2nc1C,-5%,-2.0%,i,1.1,-1.1,72,22%,6%,-6%,-17%,-4%

# Screening data deposited in PubChem by several laboratories.
